NR2E3 ag-1: activates human photoreceptor nuclear receptor NR2E3 | 320,000 compounds, 0.12% hits | inhibition of corepressor binding, % at 4.78 µM | AID 2300 | GST-NR2E3/biotin-RetCOR TR-FRET, 1536-well;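 active = percent inhibition above the cutoff of mean plus 3 SD of all tested compounds, set per screening campaign, cut at about 20% in these data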;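 note: 0% = DMSO wells and 100% = biotin wells as full block of FRET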
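System: GST-tagged NR2E3 plus biotinylated RetCOR corepressor; Amount: 1.35 nM GST-tagged NR2E3 final; Dosing: single nominal compound dose of 4.8 µM; Schedule: 5 h incubation at 4 °C; Technique: TR-FRET with europium anti-GST and streptavidin-D2, 340 nm excitation; Controls: biotin wells as high control, 0.6% DMSO wells as low control.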
hiPSC survival: enhancers of human iPSC single-cell survival | hiPSC single-cell survival, ATPlite luminescence; 100% = ROCK inhibitor wells, 0% = DMSO | 360,000 compounds, 0.044% hits | survival enhancement, % at 20 µM | AID 602274; in the data active = survival enhancement above about 18%;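 note: cells exposed to compounds for 16 hours before the ATP read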
Shn3 3UTR inh: inhibitors of Schnurri-3 3'UTR reporter in osteoblasts; 360,000 compounds, 0.52% hits; Clone20 osteoblast Shn3 3'UTR firefly luciferase, 24 h; inhibition, % at 12.5 µM;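 active = mean inhibition of at least 75% with every replicate also reaching 75%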;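 note: 0% = median of neutral control wells and 100% = pilot-screen positive control compound; some compounds past the cut are filed as inactive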
Cardio protect: protects H9c2 cardiomyocytes from peroxide injury; 360,000 compounds, 0.63% hits; AID 588492; protection from H2O2 cell death, % at 20 µM; H2O2 injury protection, ATPLite, 2 h;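 active = compounds giving at least 50% protection of heart cells from peroxide-induced death in the single-dose screen, raw or plate-pattern-corrected value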;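 note: 0% = DMSO wells with peroxide and 100% = DMSO wells without peroxide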
MITF TRPM1 inh: MITF TRPM1 promoter inhibition in SK-MEL-5 cells; SK-MEL-5 TRPM1 promoter luciferase, 24 h; inhibition, % at 12.5 µM; 330,000 compounds, 0.83% hits;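 active = mean inhibition across replicates of 60% or more, whatever share of single replicates reaches that level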; note: values of inactives mirror those of a sister screen read the other way
CaV13 ICDI inh: Primary screen for inhibitors of IQ motif and Ca2+-dependent inactivation inhibitor domain binding in CACNA1D, Förster resonance energy transfer in living cells, …. 340,000 compounds, 0.098% hits. HEK cells, CFP/YFP FRET ICDI-IQ, plate reader, 10 min; percent FRET-ratio fall versus neutral wells. inhibition, % at 12.3 µM. AID 743397;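 active = mean replicate inhibition of at least 30% and at least 1% of replicates passing that level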;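 note: 0% = median of the neutral control wells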
HIF-2a block: inhibitors of HIF-2a. 786-0 RCC cells HIF-2a reporter, luciferase luminescence, overnight. inhibition, % at 18.8 µM. 360,000 compounds, 0.72% hits. AID 624352;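 active = inhibition of the luminescence signal of 40% or more relative to plate controls, in a single-dose primary screen at 18.75 µM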
m5-HT2A agonist: activates the mouse 5-HT2A serotonin receptor; CHO-K1 mHTR2A beta-arrestin complementation, luminescence; percent of 30 µM serotonin response; 360,000 compounds, 0.66% hits; AID 624169; activation, % at 7.6 µM; P35363;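 active = activation above a run cutoff, the mean activation of all tested compounds plus 3 SD, cut at about 14% in these data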;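 note: 0% = plate median of compound wells and 100% = 30 µM serotonin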
Target sequence (P35363 whole entry, looked up): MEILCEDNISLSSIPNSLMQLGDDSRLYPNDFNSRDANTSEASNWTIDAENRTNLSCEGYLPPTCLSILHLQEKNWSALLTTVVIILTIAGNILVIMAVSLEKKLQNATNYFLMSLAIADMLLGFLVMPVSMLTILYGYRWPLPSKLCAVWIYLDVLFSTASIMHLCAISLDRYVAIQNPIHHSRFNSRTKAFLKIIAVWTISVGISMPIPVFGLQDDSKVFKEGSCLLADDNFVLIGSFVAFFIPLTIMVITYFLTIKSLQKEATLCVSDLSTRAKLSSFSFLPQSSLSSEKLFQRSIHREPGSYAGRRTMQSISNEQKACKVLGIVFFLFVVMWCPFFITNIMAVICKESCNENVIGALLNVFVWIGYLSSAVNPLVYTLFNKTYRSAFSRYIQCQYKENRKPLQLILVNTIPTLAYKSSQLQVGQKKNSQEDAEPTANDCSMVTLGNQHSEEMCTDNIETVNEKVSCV
Peg3 prom inh: inhibitors of Peg3 promoter; HeLa PEG-Prom luciferase reporter, luminescence, overnight; inhibition, % at 20 µM; 360,000 compounds, 1.7% hits;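 active = inhibition of at least 50% at 20 µM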
NR2E3 ag-2: activates human NR2E3 receptor; Q9Y5X4; CHO-S Gal4-NCOR/VP16-NR2E3 two-hybrid, luciferase; inhibition of corepressor binding, % at 3.98 µM; 360,000 compounds, 0.35% hits; AID 602229;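 active = inhibition above the mean of all tested compounds plus 3 SD, cut at about 70% in these data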;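 note: 0% = DMSO with NR2E3 transfected cells and 100% = cells lacking NR2E3 construct; higher means lower luciferase signal from less NR2E3 corepressor binding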
PDI inh: inhibitors of human protein disulfide isomerase; P07237; PDI insulin aggregation turbidity, A650, 90 min; inhibition, % at 10 µM; 350,000 compounds, 0.052% hits;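 active = mean inhibition across replicates of 30% or more, whatever share of single replicates reach that level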;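 note: absorbance from insulin aggregation driven by PDI reduction with DTT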
Target sequence (P07237 whole entry, looked up): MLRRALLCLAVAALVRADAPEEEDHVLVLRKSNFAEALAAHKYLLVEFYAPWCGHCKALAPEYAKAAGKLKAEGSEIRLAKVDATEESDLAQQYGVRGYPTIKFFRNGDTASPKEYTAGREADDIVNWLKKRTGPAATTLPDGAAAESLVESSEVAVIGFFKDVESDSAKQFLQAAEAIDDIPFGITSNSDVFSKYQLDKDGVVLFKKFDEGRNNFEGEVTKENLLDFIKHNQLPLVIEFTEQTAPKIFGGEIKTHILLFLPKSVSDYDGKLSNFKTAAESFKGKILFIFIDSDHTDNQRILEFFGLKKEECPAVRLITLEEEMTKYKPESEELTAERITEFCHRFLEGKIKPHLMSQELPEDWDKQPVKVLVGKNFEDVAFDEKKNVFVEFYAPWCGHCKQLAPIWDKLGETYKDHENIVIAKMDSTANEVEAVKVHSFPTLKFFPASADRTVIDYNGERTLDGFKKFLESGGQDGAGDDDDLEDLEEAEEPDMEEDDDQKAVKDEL
* marks the source's active call; other numbers are inactive results; . = no result given.

Each structure is followed by: NR2E3 ag-1	hiPSC survival	Shn3 3UTR inh	Cardio protect	MITF TRPM1 inh	CaV13 ICDI inh	HIF-2a block	m5-HT2A agonist	Peg3 prom inh	NR2E3 ag-2	PDI inh
- COCCNC(=S)N/N=C/c1c(C)[nH]c2ccccc12
    3	-0.5	-14	4	11	-5	-9	0	5	5	-7
- O=[N+]([O-])c1ccc(-n2nnnc2-c2ccccc2)c([N+](=O)[O-])c1
    0	-4.2	17	-20	98*	-5	17	2	12	-16	-8
- O=C(CCNC(=O)c1ccccc1)OCC(=O)c1cccc(Cl)c1
    4	-0.4	-21	4	4	0	23	3	14	5	5
- CC(=O)c1sc(-c2ccccc2)nc1C
    -1	-2.3	-12	4	-34	3	-51	2	-56	1	-2
- CCCCc1cc(=O)oc2cc(OCC(=O)N(CC)CC)ccc12
    -5	-1.3	-4	11	-8	-3	-12	0	15	-3	3
- COc1ccc(CNC(=O)c2sc3nc4c(c(C(F)(F)F)c3c2N)CCC4)cc1OC
    1	0.6	25	-7	-6	-4	-23	-2	6	-12	1
- Cc1ccc(Nc2nc(N)c([N+](=O)[O-])c(NCCO)n2)cc1C
    -2	-0.6	-30	5	-12	-3	23	-1	-31	-12	-1
- COc1cccc(CNS(=O)(=O)c2ccc(S(=O)(=O)NC3CC3)cc2)c1
    1	-0.6	9	-6	-9	-6	6	3	13	2	20
- Cc1ccc(NC(=S)NCc2ccccc2)c(C)c1
    0	-0.7	-24	0	0	0	-30	-1	-6	-25	-4
- O=C(NCc1ccccc1)/C(=C\c1ccccc1)NC(=O)c1ccco1
    -2	-0.6	9	6	-3	-4	7	5	6	15	9
- N#CCCNS(=O)(=O)c1ccc(C(=O)OCCCOC(=O)c2ccc(S(=O)(=O)NCCC#N)cc2)cc1
    5	-0.2	-2	-1	12	-5	7	10	1	0	2
- CCN(CC)C(=O)C1=C(C)N(Cc2ccc(OC)cc2)C(=O)C(CC(=O)NCc2cccs2)C1 (configuration not stated)
    .	-3.6	-14	2	.	-9	9	-3	10	5	-5
- CCOC(=O)C(=O)Nc1ccccc1C(=O)OC
    -3	0.1	-9	-6	-5	2	22	3	-15	-8	-9
- COc1ccc(CN(CC(=O)NC2CCCC2)C(=O)c2onc(C(N)=O)c2N)cc1
    4	1.4	-5	0	16	-7	11	3	15	-2	-4
- COC(=O)[C@@]12CCCCN1[C@H](c1ccc(-c3ccc(OC)cc3)cc1)[C@@H]1C(=O)N(C)C(=O)[C@@H]12
    3	2.4	-14	-15	3	-11	-19	1	12	-3	4

Just Shn3 3UTR inh and hiPSC survival, for some of the entries so far:
Compound,Shn3 3UTR inh,hiPSC survival
O=C(CCNC(=O)c1ccccc1)OCC(=O)c1cccc(Cl)c1,-21,-0.4
CC(=O)c1sc(-c2ccccc2)nc1C,-12,-2.3

The results go on:
Each structure is followed by: NR2E3 ag-1	hiPSC survival	Shn3 3UTR inh	Cardio protect	MITF TRPM1 inh	CaV13 ICDI inh	HIF-2a block	m5-HT2A agonist	Peg3 prom inh	NR2E3 ag-2	PDI inh
- Cc1ccc(N2CCN(CC(O)COc3ccccc3)CC2)cc1 (configuration not stated)
    3	-0.4	2	2	6	-20	19	-5	9	22	-1
- CC(=O)NC(Cc1ccc(F)c(F)c1)C(=O)NC1CCN(S(=O)(=O)c2ccc(C)cc2)CC1 (configuration not stated)
    .	-0.7	-9	-3	0	-7	13	1	0	10	-5
- O=C(C1CCCC1)N1CCC(CO)(Cc2ccccc2Cl)CC1
    2	-1.1	17	-2	-3	-6	13	4	3	-19	-3
- Cc1nc([N+](=O)[O-])cn1CC(O)c1ccccc1 (configuration not stated)
    -1	-0.3	-4	2	5	-19	10	6	7	-22	5
- COc1ccc(N2CCN(C(=O)C3CCC(Cn4c(=S)[nH]c5ccccc5c4=O)CC3)CC2)cc1 (configuration not stated)
    -2	-1.0	65	-4	14	-3	22	4	16	26	-1
- N#Cc1ccccc1S(=O)(=O)N1CCN(CC(=O)NCC2(N3CCOCC3)CCCCC2)CC1
    3	0.6	-18	6	1	-7	9	3	2	28	8
- Cc1ccc(C)c(C(=O)COC(=O)CCN2C(=O)C3C4CCC(C4)C3C2=O)c1 (configuration not stated)
    .	0.1	7	-3	9	-3	-1	1	-12	-31	9
- COc1ccc(CCN2C(=O)N(c3ccc(OC)cc3)C(=O)C2CC(=O)Nc2ccccc2)cc1 (configuration not stated)
    5	-1.5	-9	20	2	-5	11	-3	3	-17	-35
- CCCCOC(=O)c1ccc(NC(=O)c2ccccc2OC)cc1
    0	-0.9	-7	-5	-3	-5	-19	-5	-33	-27	-3
- O=C(COc1ncnc2ccccc12)NCc1ccc2c(c1)OCO2
    1	-2.3	-6	8	5	-3	-2	-2	6	-2	5
- CCC(=O)Nc1cccc(NC(=O)CSc2nnnn2Cc2ccccc2)c1
    1	0.1	-13	13	13	-5	14	8	-1	-13	-2
- CCOC(=O)C1C(=O)C=C(c2ccc([N+](=O)[O-])cc2)CC1c1ccccc1 (configuration not stated)
    1	-3.1	2	15	-2	-6	24	5	25	-11	1
- CCNC(=O)CN(CCc1ccccc1)S(C)(=O)=O
    3	0.5	2	2	11	-4	17	5	8	-23	18
- COc1cc(NC(=O)c2ccnn2C)c(OC)cc1Cl
    3	-0.1	-1	1	4	3	-5	0	4	-13	5
- CCN(c1ccccc1)S(=O)(=O)c1ccc(OC)c(NC(=O)C2=NN(c3ccccc3)C(=O)CC2)c1
    .	-0.4	24	3	10	-13	6	0	14	-7	-2
- Cc1csc(NC(=O)CSc2nc3ccccc3s2)n1
    -1	8.1	5	9	-5	-4	-1	1	-14	-19	-6
- CC(=O)NCCc1ccc(S(=O)(=O)N2CCN(c3nc(-c4ccccc4)c(C)s3)CC2)cc1
    -1	1.5	-6	-4	-13	-3	-8	-2	5	-19	4
- O=C(c1ccco1)N1CCN=C1SCc1ccccc1Cl
    -1	3.5	-2	3	-8	14	-13	-2	-6	-5	-6
- O=C(NC1CCCCC1)c1cc(-c2ccccc2Cl)on1
    4	0.9	-105	-2	-105	-7	-231	9	-266	-71	4
- COc1ccccc1NC(=O)C1CC(C)OC1=O (configuration not stated)
    3	-0.9	-3	2	2	-4	-6	2	1	-33	-12
- COc1ccccc1NS(=O)(=O)c1cc(C(=O)NCCC(C)C)ccc1F
    0	4.8	-7	17	-4	-4	9	1	-4	-15	-5
- Cc1nc(N/N=C/c2cccnc2)cc(N2CCOCC2)n1
    .	3.5	-8	0	.	-6	7	3	14	7	0
- Nc1cc(C(=O)OCC(=O)NCCNC(=O)COC(=O)c2ccc(Cl)c(N)c2)ccc1Cl
    4	-0.7	15	6	10	-4	9	-4	10	-26	-3
- CN(CC(=O)Nc1ccc(F)cc1)C(=O)COC(=O)/C=C/c1ccccc1[N+](=O)[O-]
    2	0.5	-8	-1	-1	-5	0	2	-36	12	-7
- CC(=O)Nc1cccc(C(=O)N2CCN(S(=O)(=O)Cc3ccccc3)CC2)c1
    .	-0.9	-6	1	6	-13	15	-5	17	-18	1
- COc1ccc(NC(=O)CSc2nnc(C3CCCCC3)n2N)cc1
    0	-0.2	14	0	-2	-5	7	-1	6	-12	9
- CC(C)(CC(=O)O)CC(=O)Nc1cc(C(F)(F)F)cc(C(F)(F)F)c1
    6	0.4	6	0	1	2	8	-10	12	6	-1
- CC(C)C(N)c1csc(Nc2ccc(C(=O)N(C)Cc3ccccc3)cn2)n1 (configuration not stated)
    .	-3.4	4	12	.	-2	8	1	24	-18	19
- Cc1ccc(Oc2ncnc(N)c2[N+](=O)[O-])cc1C
    -1	2.3	5	-2	-4	-6	8	1	17	-11	2
- Cc1oc2c(cc(NS(=O)(=O)c3cccs3)c3ccccc32)c1C(=O)OC(C)C
    1	-2.2	4	-10	13	.	5	-2	20	6	3
- CCc1nnc(NC(=O)CSc2nnc(-c3ccccc3O)n2-c2ccc(C)cc2C)s1
    2	-2.7	7	-3	21	-2	17	10	21	-153	1
- COc1ccc(NC(=O)Cn2c(-c3ccccc3)cn(-c3ccc(C)cc3)c2=O)cc1
    0	-1.9	54	-3	5	-6	0	-5	13	-13	-5
- CC(C)(C)c1ccc(NC(=O)NCc2ccco2)cc1
    1	-3.5	-42	0	-73	-7	-211	-5	-155	-49	-8
- O=C(COc1ccc(CO)cc1Cl)Nc1ccc(F)cc1
    -4	-4.0	-19	-27	-9	-4	-76	4	-113	-1	2
- O=C(Cc1ccc(F)cc1)Nc1c(C(=O)N2CCN(c3ncccn3)CC2)oc2ccccc12
    -1	-0.3	-14	7	-11	-3	-6	10	5	-12	2
- Cc1nn(-c2ccccc2)c(C)c1/C=C/C(=O)OC(C)C(N)=O (configuration not stated)
    -4	1.3	0	2	-15	-4	-51	-1	-43	-35	4
- Cc1ccc2nc(N3C(=O)C(O)=C(C(=O)c4ccco4)C3c3ccc(O)cc3)sc2c1 (configuration not stated)
    1	0.7	0	-4	-4	-4	-96	-1	-36	-109	11
- O=C(C1CCCN(Cc2cc(Br)ccc2O)C1)N1CCCCC1 (configuration not stated)
    1	-0.8	28	-3	13	-20	0	-4	-4	-37	5
- CCCNC(=O)C1(C)CCCN(C(=O)Cc2ccc3ccccc3c2)C1 (configuration not stated)
    .	-0.9	1	2	.	-5	-13	-1	-7	3	-4
- COc1ccc(/C=N/NC(=O)c2nn(-c3ccc(C)c(C)c3)c(=O)c3ccccc23)cc1
    3	1.7	17	4	6	0	-2	-1	-3	-16	0
- C/C(=N\NC(=O)c1ccccc1Cl)c1ccccn1
    -6	-0.7	92*	37	57	-4	-158	-14	-20	2	0
- CCOC(=O)c1cc(CC)sc1NC(=O)c1ccc([N+](=O)[O-])c(N2CCOCC2)c1
    -3	1.8	-13	-14	1	-6	18	3	5	2	-1
- Cc1cc(C)c(NC(=O)/C=C\C(=O)O)c([N+](=O)[O-])c1
    -3	1.2	2	4	0	-5	9	3	0	3	-5
- CCc1nc2c(OCCC3CCCCC3)cccn2c1N(C)C(=O)C1CC1
    .	-1.2	-1	-8	.	.	14	1	15	-15	1
- CC(=O)COC(=O)C1CCN(S(=O)(=O)c2cc([N+](=O)[O-])ccc2Cl)CC1
    2	0.9	-12	4	10	-4	8	1	7	3	-3
- O=C(Nc1nc(-c2cc(F)ccc2F)cs1)C1=COCCO1
    -4	0.7	-36	-16	-84	-4	-123	-2	-221	-51	4
- CC1CCCCN1S(=O)(=O)c1ccc(N(C(=O)c2cnccn2)C(C(=O)NC2CCCCC2)c2cccs2)cc1 (configuration not stated)
    -2	-0.7	5	8	-5	-6	28	0	0	58	6
- CCCC(=O)c1cn(CC(=O)OC)c2ccccc12
    4	-2.0	-9	2	5	.	8	5	11	-19	-8
